# Source: PubChem BioAssay
# bCat KO growth: beta-catenin-lacking colon tumor cell growth suppression. 140,000 compounds, 1.5% hits. viability, % at 10 µM. AID 818. HCT116 beta-catenin knockout viability, CellTiter-Glo, 60 h; hits give low values;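 active means viability at or under a set limit, the compound median less 4 SD, cut at about 6% in these data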;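 further: 0% = Hyamine 1622 control at 20 µM and 100% = untreated cell control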
# E-sel TNF inh: blocks E-selectin expression induced by TNF alpha | HUVEC TNFa-induced E-selectin immunofluorescence, high content | inhibition, % at 2 µM | 120,000 compounds, 0.71% hits;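 active means inhibition above the batch mean plus 3 SD, and confirmed as a hit on visual image review, cut at about 43% in these data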;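 further: 0% = TNF-stimulated DMSO wells and 100% = unstimulated control wells; not every result past the cut was called active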
# MRP-1 activ: MRP-1 activation; 140,000 compounds, 0.61% hits; H69AR cells + doxorubicin, viability rescue, CellTiter-Glo; viability increase, % at 10 µM; AID 799;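 active means viability gain under doxorubicin at or above a set limit, the compound median plus 3 SD, cut at about 4.7% in these data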;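 further: MRP-1 overexpressing cells given doxorubicin 25 µM after compound pretreatment; 18-22 h compound pretreatment then 72 h with doxorubicin before readout; 0% = doxorubicin-only wells and 100% = vehicle-treated cells without doxorubicin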
# BB579 growth dn: reduces growth of yeast BB579 in restrictive medium | inhibition, % at 10 µM | 140,000 compounds, 0.51% hits | S. cerevisiae BB579 growth, OD615, 48 h;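 active means inhibition above a set limit, 3 SD over the mean compound inhibition, cut at about 44% in these data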; further: inactives centre near -24
#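 System: Saccharomyces cerevisiae DeaD strain BB579, replicative lifespan model yeast | Buffer or medium: Restrictive glucose-based CSMM-D medium | Times: 4 h preincubation and 48 h exposure at 30 °C | Detection: OD615 turbidity measurement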
# Yeast life ext: yeast lifespan extension; S. cerevisiae growth with nicotinamide, OD615; deaD strain in restrictive glucose medium; inhibition of the nicotinamide effect, % at 10 µM; AID 775; 130,000 compounds, 0.68% hits;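 active means inhibition above a set limit, placed 3 SD over the median of all compounds, cut at about 26% in these data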;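 further: 0% = nicotinamide-treated wells and 100% = cells grown without nicotinamide; some compounds called inactive have numbers as strong as hits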
#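 Test system – modified budding yeast, DeaD strain · Compound – single dose 10 µM compound, 0.25% DMSO · Times – culture preincubation 4 h, compound exposure 48 h, both 30 °C · Detection – optical density (absorbance) at 615 nm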
# HCT116 PTEN-null: PTEN-deleted cell growth suppression. HCT116 PTEN-null viability, CellTiter-Glo, 60 h; hits give low values. viability, % at 10 µM. 140,000 compounds, 1.2% hits;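 active means viability at or below a set limit, 4 SD under the median of all tested compounds, cut at about 3.7% in these data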;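 further: PTEN knockout HCT116 line with beta catenin targeted HCT116 as companion control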
# Measles CPE: protection of cells from measles virus; 140,000 compounds, 1.5% hits; protection (pct of control), % at 4 µM; Measles virus-infected cells, CPE protection, absorbance; in the data active means protection mostly above about 24%, no sharp cut-off; inactive means mostly below about 26%; further: some compounds called inactive have numbers as strong as hits
# NPY Y2 blocker: antagonists of human neuropeptide Y receptor Y2. NPY-Y2 expressing cells, antagonist mode. P49146. 140,000 compounds, 0.99% hits. inhibition, % at 2.7 µM; in the data active means inhibition above about 17%;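 further: 0% = vehicle with agonist challenge and 100% = reference antagonist with challenge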
# Target sequence (P49146 whole entry, looked up): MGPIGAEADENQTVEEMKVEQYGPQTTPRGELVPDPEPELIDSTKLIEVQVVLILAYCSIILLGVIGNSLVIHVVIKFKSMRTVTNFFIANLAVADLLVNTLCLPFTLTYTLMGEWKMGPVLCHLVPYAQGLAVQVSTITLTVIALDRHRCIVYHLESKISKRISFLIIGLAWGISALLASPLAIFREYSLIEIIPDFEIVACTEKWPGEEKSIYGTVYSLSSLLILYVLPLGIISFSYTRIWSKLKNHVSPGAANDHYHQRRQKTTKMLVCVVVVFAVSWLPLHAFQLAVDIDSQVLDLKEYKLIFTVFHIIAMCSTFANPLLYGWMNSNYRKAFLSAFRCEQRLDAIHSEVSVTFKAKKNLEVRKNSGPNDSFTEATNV
# Phagocytosis inh: macrophage phagocytosis inhibition | 110,000 compounds, 0.07% hits | AID 1029 | J774A.1 macrophage IgG-bead phagocytosis, imaging | inhibition, % at 5 µM;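 active means inhibition above the mean of the plate negative controls plus 5 SD, cut at about 13% in these data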;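 further: phagocytic index as fraction of beads internalized from green versus red external bead signal; plate controls were DMSO negative control for no effect and cytochalasin-D positive control for full effect; some results beyond the cut were filed as inactive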
# GALR2 blocker: antagonists of human galanin receptor 2 (GALR2); O43603; GALR2-expressing cells, antagonist mode; inhibition, % at 4 µM; 140,000 compounds, 0.39% hits; in the data active means inhibition above about 27%;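 further: cells stimulated with galanin 1-16 at roughly its EC80; 0% = agonist challenge control and 100% = basal control without agonist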
# Target sequence (O43603 whole entry, looked up): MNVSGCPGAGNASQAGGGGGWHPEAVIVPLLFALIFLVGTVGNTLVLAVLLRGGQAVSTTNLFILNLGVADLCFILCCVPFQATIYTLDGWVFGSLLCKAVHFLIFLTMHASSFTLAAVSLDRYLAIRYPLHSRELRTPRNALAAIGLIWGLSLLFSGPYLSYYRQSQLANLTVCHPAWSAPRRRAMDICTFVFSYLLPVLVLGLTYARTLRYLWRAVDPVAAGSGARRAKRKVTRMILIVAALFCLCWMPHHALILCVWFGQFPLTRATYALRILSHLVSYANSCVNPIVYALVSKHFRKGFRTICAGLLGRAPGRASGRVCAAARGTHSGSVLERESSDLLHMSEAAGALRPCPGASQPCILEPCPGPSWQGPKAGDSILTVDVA
# The depositor's hits bear a star; / = not tested or not shown.
SMILES,bCat KO growth,E-sel TNF inh,MRP-1 activ,BB579 growth dn,Yeast life ext,HCT116 PTEN-null,Measles CPE,NPY Y2 blocker,Phagocytosis inh,GALR2 blocker
CCN(CC)S(=O)(=O)c1cc(C(=O)Nc2ccncc2)ccc1Cl,13,22,-0.9,-22,-13,25,13,6,/,3
CN(C)/C=N/c1c(C#N)cnn1-c1ncnc2sc(-c3ccccc3)cc12,83,/,-3.6,-43,-33,76,18,1,1,-4
C=CCN(CC=C)C(=S)NC(=O)/C=C/c1ccc(C)cc1,94,/,-1.2,-30,0,94,24,5,-1,7
CC1CCc2nc(NC(=O)CCSc3ccccc3)sc2C1 (stereo not given),101,-9,-2.5,-14,0,110,11,3,1,7
CO/N=C(/CS(=O)Cc1ccc(Cl)cc1)c1ccc(Cl)cc1 (stereo not given),67,/,1.4,-52,-3,63,2,18*,-1,-12
O=C1COc2ccccc2CN1,94,/,-2.0,-11,-23,101,1,-1,/,6
Cc1cc(-c2nnc(SCC(=O)NC3CCCC3)o2)no1,109,8,0.6,15,-5,101,4,-1,-4,1
O=c1c(-c2ccccc2)coc2c(CN3CCOCC3)c(O)ccc12,105,-38,-4.0,-48,-18,96,2,1,0,7
Cc1cc2ncn(C(=O)N3CCOCC3)c2cc1C,85,4,-0.9,-17,-11,92,9,-2,-3,-1
CCCOC(=O)c1ccc(N2C(=O)c3ccccc3C2=O)cc1,99,/,0.1,-16,-4,100,1,-1,-13,3
Cc1ccc2nc(-c3ccc(N4C(=N)SC5CS(=O)(=O)CC54)cc3)sc2c1 (stereo not given),75,/,-0.7,-19,-6,75,41,8,-1,12
COC(C(=O)Nc1ccc(C(C)=O)cc1)c1ccccc1 (stereo not given),86,/,-2.2,-9,3,91,6,-2,-7,1
CNC(=O)C1CCC(=O)N1Cc1ccc(C)cc1 (stereo not given),87,5,-0.2,-5,-11,96,4,4,-1,1
CCOc1ccccc1NC(=O)N1C2CCCC1CC(NC(=O)C1CC1)C2 (stereo not given),87,0,-2.0,-26,/,95,2,0,/,2
COc1ccc(NC(=O)c2cc3c(Cl)nc4ccccc4c3s2)c(OC)c1,100,63*,0.8,-10,-3,85,3,2,-6,8
C=CCOC(=O)C1=C(C)NC(SCC(=O)Nc2ccccc2)=C(C#N)C1c1ccco1 (stereo not given),83,-58,-3.5,-7,-4,84,16,9,0,-2
Cc1ccc(C2C3=C(CC(C)(C)CC3=O)Nc3n[nH]c(C)c32)cc1 (stereo not given),96,-16,-2.4,-15,0,87,6,0,4,-4
COC(=O)c1c(NC(=O)C2SC(=NC3CCCCC3)C(C(N)=O)=C2N)sc2c1CCCC2 (stereo not given),61,-6,-3.2,-32,0,36,5,0,-3,-10
O=C(CCC(=O)OCc1ccc(Br)cc1)Nc1ccccc1,92,/,-0.6,-12,-7,95,17,1,-2,-12
COc1ccc(N=C2SC(C(=O)O)CC(=O)N2Cc2ccc(OC)c(OC)c2)cc1 (stereo not given),94,-25,-2.6,16,-4,102,0,-1,1,6
C=CCSc1n[nH]c2nc3c(c(=O)n12)C1(CCCC1)Cc1ccccc1-3,87,-7,0.8,-25,-3,96,6,0,2,-3
O=C(COC(=O)c1ccc(S(=O)(=O)N2CCOCC2)cc1)Nc1nc(-c2ccccc2)cs1,97,29,0.2,-20,-6,99,/,2,1,-7
CCOc1ccc(N(CC(=O)Nc2ccccc2C)S(=O)(=O)c2c(C)noc2C)cc1,10,/,-3.1,23,8,12,12,6,2,-11
O=C(Nc1ccc2c(c1)OCO2)c1ccc(N2C(=O)c3ccccc3C2=O)cc1,89,/,-0.7,-25,-2,93,/,0,1,-3
O=C(NCc1ccncc1)C(=O)NCC1OCCCN1S(=O)(=O)c1ccccc1 (stereo not given),94,/,-1.5,-24,-1,97,2,2,-6,1

# Further results
SMILES,bCat KO growth,E-sel TNF inh,MRP-1 activ,BB579 growth dn,Yeast life ext,HCT116 PTEN-null,Measles CPE,NPY Y2 blocker,Phagocytosis inh,GALR2 blocker
Cc1nonc1NC(=O)CSc1nnc(-c2ccoc2C)n1C,106,-11,-0.4,-13,3,100,3,-2,2,-6
O=C(CCN1C(=O)c2ccccc2C1=O)Nc1ccncc1,96,-16,1.5,-17,-4,93,17,2,3,6
Cc1ccc(N(CC(=O)N/N=C/c2cccc(Br)c2)S(C)(=O)=O)cc1,81,/,-4.3,-35,4,52,4,3,/,3
O=C1CC(NCc2cccs2)C(=O)N1c1ccc(Cl)cc1 (stereo not given),90,-9,-0.6,-12,-3,93,7,7,/,-2
N/C(=N\OS(=O)(=O)c1cc(Cl)ccc1Cl)c1ccncc1,93,10,-0.1,-6,-8,104,8,4,0,1
CCNS(=O)(=O)c1ccc2c3c(cccc13)C(=O)N2,93,-18,-2.7,23,-2,90,3,5,/,2
CC(=O)Nc1ccc(S(=O)(=O)NCCSCc2ccco2)cc1,82,-15,-4.1,-2,-4,80,17,-1,-2,14
CCOC(=O)c1cnc2ccc(C)cc2c1Sc1ccccc1C(=O)OC,49,2,-6.9,-14,-13,57,5,2,0,-7
Cc1noc(C)c1C(=O)N1CCC(Cc2ccccc2)CC1,79,/,-2.7,-7,-15,81,8,2,-1,7
C[n+]1cn(/N=C/c2ccccc2)c2ccccc21,92,9,-1.0,-7,5,90,7,2,-2,-3
Cc1cc(SCC(=O)N/N=C/c2ccc(O)cc2O)c(C)cc1Br,9,6,-1.4,-39,-5,9,13,6,-1,18
CC(=O)Nc1ccccc1C(=O)C(=O)O,92,-25,-2.0,-31,-2,99,6,-1,/,1
Cc1nc(N2CCN(c3ccccc3)CC2)nc2c1C(=O)CC(c1ccccc1)C2 (stereo not given),49,-8,3.6,-18,-1,74,1,2,0,-1
Cc1ccc(C)c(NC(=O)CSc2ccc(-c3ccco3)nn2)c1,94,-7,0.4,-29,3,96,2,0,-6,4
CC(=O)c1nc(N2C(=O)C3CC=C(C)CC3C2=O)sc1C (stereo not given),97,-38,-2.2,-17,-4,96,4,1,1,-5
Cc1nc2ccccc2n1C1CC(=O)N(Cc2ccccc2)C1=O (stereo not given),96,22,-0.7,-9,0,92,9,3,1,3
Cc1nc(N)sc1N=Nc1ccc(Br)cc1,60,-1,-3.4,-4,-8,61,6,-4,0,4
CCCCCOc1ccc(NC(=O)CCCC(=O)O)cc1,100,-7,1.1,-22,-18,104,22,3,-1,-2
O=c1cc(O)c2c(=O)n(-c3ccccc3)c3ccccc3c2o1,81,/,-3.7,-3,24,76,5,-1,-1,0
CC(C)CN(C(=O)CN1CCN(c2ccc(F)cc2)CC1)c1c(N)n(CC(C)C)c(=O)[nH]c1=O,99,10,-0.9,-14,7,90,7,1,-4,-9
COc1ccccc1N1CCN(CC(=O)c2ccc3ccn(C(C)=O)c3c2)CC1,92,-6,-1.5,-16,-1,96,19,4,0,2
COc1ccc2nc(SCC(=O)NCc3ccc4c(c3)OCO4)[nH]c2c1,95,6,-1.4,-10,3,96,4,4,-3,0
Cc1ccc(-n2sc3ccccc3c2=O)cc1S(=O)(=O)N1CCCCC1,56,2,-6.2,-6,3,34,19,1,-5,2
CCOC(=O)c1c(NC(=O)CSc2nnnn2C)sc(C)c1C,81,5,-2.2,-63,-16,85,22,3,/,-19
CC(C)c1ccccc1NC(=O)COC(=O)Cc1cccc(C(F)(F)F)c1,97,/,0.3,-20,-2,91,19,4,-9,-1

# Carrying on:
SMILES,bCat KO growth,E-sel TNF inh,MRP-1 activ,BB579 growth dn,Yeast life ext,HCT116 PTEN-null,Measles CPE,NPY Y2 blocker,Phagocytosis inh,GALR2 blocker
CCOC(=O)c1c(-c2ccc(C)cc2)csc1NC(=O)c1cccc(N2C(=O)CCC2=O)c1,87,-4,-1.7,-55,8,88,17,2,-10,10
COc1ccc(OC)c(C(=O)COC(=O)c2ccc(C)o2)c1,89,-2,0.2,-20,-13,96,11,2,3,2
CCN(CCO)c1ncnc2c1sc1nc(CC(C)C)c3c(c12)CC(C)(C)OC3,85,28,-5.0,11,-3,68,1,1,0,-20
COC(=O)c1nn(-c2ccc3c(c2)CCN3C(C)=O)cc1O,63,-7,-3.1,-6,-10,65,15,-2,/,0
O=C(N/N=C/c1ccccc1[N+](=O)[O-])c1ccc(CN2CCOCC2)cc1,93,-14,-0.5,4,0,93,8,2,-7,-7
O=C(Nc1ccc(-c2nc3ccccc3s2)c(O)c1)C1=COCCO1,46,/,-4.4,-48,0,41,5,4,-10,11
CCNc1nc(N)c(C(=C(C#N)C#N)c2ccccc2)s1,70,20,-5.4,-10,-5,78,8,-2,/,-3
CCc1cc2c(cc3c(=O)n(CC(=O)N4CCN(c5ccccn5)CC4)nc(CC)n32)s1,81,/,-1.9,-7,-4,74,15,3,0,2
O=C(COC(=O)c1ccc(Sc2ccccc2)c([N+](=O)[O-])c1)NC1CCCc2ccccc21 (stereo not given),64,7,-0.7,-85,-6,74,5,6,5,-12
COc1ccc(NC(=O)C2C3C=CC(O3)C2C(=O)NCc2cccnc2)cc1 (stereo not given),82,/,-3.9,-8,-2,83,12,2,0,0
O=C(O)C1CCN1C1CCCCC1 (stereo not given),96,/,0.1,-44,-4,102,12,2,0,-3
Cc1cc(NC(=O)CC(CN(C)S(=O)(=O)c2ccccc2)c2ccccc2)no1 (stereo not given),86,13,-1.5,3,-6,86,9,5,1,11
Cc1cc(C)nc(NC(=O)c2ccc([N+](=O)[O-])o2)n1,4.2*,/,0.4,0,1,4,3,-2,-2,15
CCN1/C(=C/c2ccc3ccccc3[n+]2CC)C=Cc2ccccc21,1.8*,-18,-3.0,14,7,1.5*,23,9,2,24
CCOc1cc(C2/C(=C(/O)c3ccc(OC(C)C)cc3)C(=O)C(=O)N2CCCOC)ccc1O (stereo not given),100,-9,0.4,-71,-15,103,/,0,-2,3
Cc1occc1C(=O)NC(C)CCc1ccccc1 (stereo not given),80,8,-1.3,-45,-7,89,11,2,-1,4
CC(/C=N/NC(=O)c1ccc(Br)cc1)=C\c1ccccc1,83,-9,-0.8,-61,-11,80,10,5,1,-5
CC1=C(C)CS(=O)N(S(=O)(=O)c2ccccc2)C1 (stereo not given),91,10,-2.1,-24,14,96,8,-1,-1,3
CCCOc1ccc(C2C(=O)N(C3CCCCCC3)CC(=O)N2Cc2ccco2)cc1OC (stereo not given),58,-8,-3.6,-13,-1,59,13,9,-2,-7
O=C(OCC#CCSc1nnc(-c2ccncc2)o1)c1cccs1,81,-9,-1.4,-8,-15,87,16,9,2,-5
COc1ccccc1C(CC(=O)Nc1ccccc1C)c1ccc(OC(C)C)cc1 (stereo not given),76,/,0.3,-3,-1,73,9,5,-4,9
CCCN1CN(CCc2ccccc2)CNC1=S,81,/,-2.8,-5,2,90,3,2,/,-10
CCOc1ccc(Br)cc1S(=O)(=O)N1CCCC1,90,-20,-1.6,-20,/,90,25,4,/,7
